Screens deposited in PubChem BioAssay by The Scripps Research Institute Molecular Screening Center.
TAAR1 ag: human TAAR1 agonism; Q96RJ0; CHO RD-HGA16 TAAR1, Fluo-8 calcium fluorescence; vehicle wells 0%, saturating PEA agonist 100%; activation, % at 3 µM; 0.99% of 360,000 active;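 active means activation above the mean activation of all test compounds in the run plus 3 SD, cut at about 38% in these data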
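Assay system: CHO-derived RD-HGA16 cells with stable Gα16 and human TAAR1; timing: 17-24 h seeding, 75 min 37 °C dye, 30 min RT; read-out: % activation from peak over basal fluorescence ratio, DMSO-to-PEA scaled; measured by: kinetic Fluo-8 calcium fluorescence; benchmarks: low control DMSO, high control PEA (EC100); doses: 3 µM single concentration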
M4 antag: CHRM4 antagonism in calcium assay | P08173 | CHO-hM4 cells, ACh EC80, Fluo-8 calcium fluorescence | inhibition, % at 3 µM | 0.73% of 360,000 active | AID 624125;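 active means inhibition above its plate's cutoff, the mean inhibition of sample wells plus 3 SD, cut at about 27% in these data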;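 further: 0% = acetylcholine EC80 with DMSO and 100% = DMSO without agonist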
Target sequence (P08173 whole entry, looked up): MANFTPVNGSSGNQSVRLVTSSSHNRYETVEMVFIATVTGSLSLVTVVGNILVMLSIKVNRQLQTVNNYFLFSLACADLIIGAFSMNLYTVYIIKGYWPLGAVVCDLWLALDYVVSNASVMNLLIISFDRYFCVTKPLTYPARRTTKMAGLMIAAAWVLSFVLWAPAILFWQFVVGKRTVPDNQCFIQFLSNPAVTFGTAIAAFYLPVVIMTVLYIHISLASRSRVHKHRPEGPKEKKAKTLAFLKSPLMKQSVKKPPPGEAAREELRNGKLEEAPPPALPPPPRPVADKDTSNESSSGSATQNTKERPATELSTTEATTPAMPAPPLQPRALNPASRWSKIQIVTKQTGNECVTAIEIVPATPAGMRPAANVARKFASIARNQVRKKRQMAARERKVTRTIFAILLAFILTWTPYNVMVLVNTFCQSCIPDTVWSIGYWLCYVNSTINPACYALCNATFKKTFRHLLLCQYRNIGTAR
CHRM4 agonist: agonists of human muscarinic M4 receptor (CHRM4); activation, % at 3 µM; CHO-K1 hM4/Gqi5, Fluo-8 calcium fluorescence; vehicle 0%, full acetylcholine response 100%; AID 624127; P08173; 0.14% of 360,000 active;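 active means activation above the run mean over all test wells plus 3 SD, cut at about 32% in these data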;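 further: peak over basal fluorescence ratio per well then scaled between controls; 0% = DMSO wells and 100% = acetylcholine at EC100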
CHRM5 agonist: CHRM5 agonism in calcium assay. P08912. CHO-K1 hM5 cells, Fluo-8 calcium fluorescence; 0% DMSO wells, 100% maximal acetylcholine response. activation, % at 3 µM. 0.19% of 360,000 active. AID 624037;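 active means activation above the run's mean over test compounds plus 3 SD, cut at about 23% in these data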;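 further: signal is peak over basal fluorescence ratio across the kinetic read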
Target sequence (P08912 whole entry, looked up): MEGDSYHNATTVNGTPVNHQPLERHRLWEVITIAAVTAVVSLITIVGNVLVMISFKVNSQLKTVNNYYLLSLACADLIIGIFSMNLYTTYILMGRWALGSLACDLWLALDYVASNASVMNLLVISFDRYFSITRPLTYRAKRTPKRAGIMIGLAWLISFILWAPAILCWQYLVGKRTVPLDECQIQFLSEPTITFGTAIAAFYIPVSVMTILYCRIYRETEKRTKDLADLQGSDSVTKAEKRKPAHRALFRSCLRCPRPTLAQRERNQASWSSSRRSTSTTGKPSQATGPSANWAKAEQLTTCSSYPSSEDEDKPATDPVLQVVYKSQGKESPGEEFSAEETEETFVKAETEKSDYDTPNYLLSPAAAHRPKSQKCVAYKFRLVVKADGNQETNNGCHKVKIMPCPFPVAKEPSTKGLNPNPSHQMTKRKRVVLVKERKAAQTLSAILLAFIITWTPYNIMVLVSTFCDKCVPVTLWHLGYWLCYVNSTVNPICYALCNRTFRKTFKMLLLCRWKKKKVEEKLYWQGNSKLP
CHRM1 PAM: human CHRM1 positive allosteric modulation; P11229; AID 588819; activation, % at 3 µM; CHO-K1 hM1, Fluo-8 calcium fluorescence, ACh EC20; 0% = ACh EC20, 100% = maximal ACh; 0.088% of 360,000 active; in the data active means activation above about 19%, passing the limit was not always enough
M5 antag: antagonists of human muscarinic M5 receptor (CHRM5). P08912. CHO-hM5 cells, Fluo-8 calcium fluorescence, ACh EC80. inhibition, % at 3 µM. 0.59% of 360,000 active. AID 624040;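 active means inhibition above a per-plate cutoff, the mean of that plate's test compounds plus 3 SD, cut at about 27% in these data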;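 further: 0% = acetylcholine EC80 with DMSO and 100% = DMSO without agonist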
M5 PAM: positive allosteric modulators of human muscarinic M5 receptor; 0.3% of 360,000 active; AID 624038; CHO-K1 hM5, Fluo-8 calcium, ACh EC20 PAM; 0% = ACh EC20, 100% = ACh EC100; activation, % at 3 µM;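 active means activation above the run cutoff, the mean activation of all test compounds plus 3 SD, cut at about 18% in these data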
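Probe or stimulus: acetylcholine, EC20 level; Assay system: human M5 receptor in CHO-K1 cells; Schedule: compound preincubation 140 s before EC20 acetylcholine addition; Technique: intracellular calcium via Fluo-8 fluorescence; Dosing: single-point, 3 µM nominal; Read-out basis: percent activation from peak-over-basal fluorescence ratio, scaled EC20-to-EC100 acetylcholine; Repeats: one well per compound, no replicates.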
CHRM1 antagonist: human CHRM1 antagonism; P11229; CHO-K1 hM1, Fluo-8 calcium fluorescence, ACh EC80 antagonist; inhibition, % at 3 µM; 1.3% of 360,000 active; AID 588852;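 active means percent inhibition above its own plate's cutoff, namely the mean of that plate's compound wells plus 3 SD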;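 further: peak over basal fluorescence ratio during 140 s after agonist addition; 0% = ACh EC80 plus DMSO and 100% = DMSO alone without agonist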
M1 ag: human M1 muscarinic receptor agonism | activation, % at 3 µM | P11229 | CHO-K1 hM1, Fluo-8 calcium fluorescence, agonist mode; 0% DMSO, 100% acetylcholine EC100 | 0.33% of 360,000 active | AID 588814;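 active means activation above the run's mean compound activation plus 3 SD, cut at about 16% in these data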;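 further: peak over basal fluorescence ratio within a 140 s kinetic read after compound addition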
Starred values were filed as active, the others as inactive; . = not tested or not shown. These rows are one share of the data; the hit share may differ from the screen's.

SMILES	TAAR1 ag	M4 antag	CHRM4 agonist	CHRM5 agonist	CHRM1 PAM	M5 antag	M5 PAM	CHRM1 antagonist	M1 ag
O=C(CCCn1nnc(-c2cccnc2)n1)c1ccc(F)cc1	8	-4	4	5	-2	-5	-2	1	-2
CCc1ccccc1NC(=O)N1C2CCCC1CC(NC(=O)C(C)(C)C)C2 (stereo not drawn)	5	9	2	-8	-16	-3	-5	48*	-6
CCC(=O)Nc1ccc(N2CCN(C(=O)c3ccccc3C)CC2)cc1	6	3	1	2	-5	-7	7	9	-3
O=C(O)c1ccc2c(=O)n3c(nc2c1)/C(=C/c1ccccc1Br)CC3	-3	3	1	-1	3	-3	1	-7	-2
COCCN(Cc1cc2cccc(C)c2[nH]c1=O)C(=O)c1ccccc1	1	0	2	7	10	-1	-1	3	1
CCc1nn(CC(=O)NCCN2CCN(C)CC2)c(=O)c2cc3occc3n12	-2	7	1	-2	10	-1	2	-14	-4
COc1cccc(C2N(c3ccccc3)CCN2c2ccccc2)c1OC	2	5	-1	-1	-2	10	-3	7	-2
CCCCn1c(SCC(=O)Nc2cc(C(F)(F)F)cc(C(F)(F)F)c2)nnc1C(CC)N(C)C (stereo not drawn)	-1	-11	0	0	4	-1	-5	-1	-2
CC(=O)Nc1ccc(NC(=O)c2cc(C3CC3)nc3c2cnn3C(C)C)cc1	4	-17	7	0	4	14	-13	10	1
O=C1C=C(NNC(=O)c2cccnc2)CC(c2ccco2)C1 (stereo not drawn)	2	1	5	11	4	6	7	-3	-2
COCCn1c(SCc2ccc(C)cc2)nc2c1c(=O)[nH]c(=O)n2C	2	0	-1	0	5	1	6	-7	-6
COc1ccc(-c2cc(C3CCNCC3)[nH]n2)cc1	5	7	15	-1	1	5	-10	-10	-5
Cc1cccc(C)c1OCc1cc(C(=O)N(C)Cc2cc(C3CC3)n[nH]2)no1	-1	15	6	-3	14	9	-6	-3	1
CC(C)(C)OC(=O)C[C@H]1C/C=C\C[C@@H](CC(=O)N[C@@H](CO)Cc2ccccc2)C(=O)NC[C@H](c2ccccc2)OC1=O	7	-2	3	1	-5	-5	4	-1	-4
CCOC(=O)COc1cc(N)c(Cl)cc1Cl	2	-2	0	-2	13	-10	-4	-9	-6
Cc1cc(C)n(-c2cc(-n3nc(C)cc3C)ncn2)n1	12	-8	0	-3	10	0	-2	-11	-2
Cc1cc(C(=O)COC(=O)c2ccc3c(c2)OCO3)c(C)n1CC1CCCO1 (stereo not drawn)	0	5	2	0	2	6	6	4	-4
O=[N+]([O-])c1cc(Cl)ccc1-c1nc(-c2ccncc2)no1	11	-2	2	0	17	-2	5	-15	-7
Cc1cc2nc(-c3nnnn3-c3c(C)cccc3C)c(=O)[nH]c2cc1C	1	-20	1	0	.	3	-8	.	.
CCOc1cnc(C(=O)NNC(=O)c2ccccc2Br)o1	7	-5	1	-2	7	-10	-7	-9	-2
CC(CN1CCN(C)CC1)OC(=O)c1ccccc1Cl (stereo not drawn)	7	-2	1	-14	5	-3	-11	-18	-7
CCNc1cc(N2CCN(S(=O)(=O)c3ccc4c(c3)CCCC4)CC2)ccc1[N+](=O)[O-]	5	5	1	0	8	3	-2	-3	-6
CC(=O)NC(CC(=O)OC(C)C(=O)Nc1ccc(Cl)cn1)c1ccccc1 (stereo not drawn)	0	-5	1	-2	7	-9	9	-13	-1
COc1cc2c(cc1OC)C1=NC(=O)CN1C(SCc1ccc(C)cc1)=N2	7	-3	0	-5	4	3	-1	-10	-5
S=C(NCc1ccco1)N/N=C/c1ccccc1Cl	4	-5	-1	0	-2	6	-5	-7	-8
Cc1ccc(O)c(NC(=O)c2ccc3c(c2)C(=O)N(Cc2cccnc2)C3=O)c1	21	19	18	0	1	13	-7	30	8
COC(=O)c1cc2c(s1)-c1ccccc1CC2	5	0	-1	-6	2	0	-1	-8	-5
CC(C)(C)C(=O)NCCc1nc2ccccc2n1CC(=O)c1ccccc1	3	-5	4	1	1	2	0	-6	-4
Cc1ccccc1-c1cnc(C(O)c2c(C)ccc3ccccc23)[nH]1 (stereo not drawn)	3	-1	3	-1	-4	5	-5	-4	-4
CCCOC(=S)N/C(=N\S(=O)(=O)c1ccccc1)c1ccccc1	13	-7	2	1	4	-10	2	-1	-4
O=C1C2CC=CCC2C(=O)N1c1ccc(OCC(O)Cn2nnc3ccccc32)cc1 (stereo not drawn)	11	-1	10	6	-12	4	-7	12	0
COc1ccc(C(=O)Nc2ccc3c(c2)C(=O)c2ccccc2C3=O)cc1OC	3	11	1	0	11	11	-1	-9	-3
COC(=O)\C(C(C)=O)=C(/C=C/C=C/C=C/N(C)C)N(C)C	2	5	1	-2	0	3	1	-5	-3
COc1cc2c(cc1OC)CN(Cc1cc(=O)n3c(-c4ccccc4)csc3n1)CC2	0	0	2	-5	2	9	-4	3	-5
COc1ccccc1C(=O)C1CCCN(Cc2ccc3c(c2)OCCO3)C1 (stereo not drawn)	0	-7	1	-15	6	9	1	-7	-7
CC(C)c1nc(C#N)c(NCCCn2ccnc2)o1	4	-6	1	-6	-5	-1	0	3	-5
O=C(O)CN1C(=O)C(=O)N(Cc2cccc(F)c2)C1=O	4	-12	2	-2	10	5	-2	-15	-5
S=c1[nH]nc(C2CCCCC2)n1/N=C/c1ccc(Br)s1	8	0	0	-1	2	6	-8	-6	-4
Cc1nonc1CN(C)C(=O)CC1C(=O)NCCN1Cc1cccc(C(F)(F)F)c1 (stereo not drawn)	0	5	0	-1	5	3	0	8	-6
CS(=O)(=O)c1ccc(NC(=O)c2cccc(S(=O)(=O)N3CCN(Cc4ccccc4)CC3)c2)cc1	7	-3	15	3	-8	2	-6	21	2
NS(=O)(=O)c1cccc(NC(=O)CSc2nn(-c3ccccc3)c(=S)s2)c1	4	3	3	-3	-7	0	-2	9	-7
CC(=O)Nc1ccc(C(=O)N(C)c2ccccc2)cc1	10	5	0	1	2	7	-3	-1	-1
C(=C\c1ccccc1)/CSc1nnc(-c2ccncc2)n1Cc1ccco1	1	7	1	-7	3	4	-11	-4	-5
Cc1ccc(N=Nc2ccc3ccccc3c2O)cc1	2	1	1	-2	10	7	4	-14	-3
CC(C)CNS(=O)(=O)c1ccc(CCC(=O)NC2CCCCC2)cc1	7	-8	2	7	19	-14	20*	-17	1
O=C(c1cc2ccccc2o1)N1CCN(S(=O)(=O)c2ccc(F)c(F)c2F)CC1	12	1	0	-8	3	10	7	1	-7
O=C(O)CC1COc2ccccc2N1C(=O)c1ccccc1Cl (stereo not drawn)	3	-3	0	2	-2	11	4	-3	-5
CCOC(=O)c1nc(C)n(-c2ccc(Cl)cc2Cl)n1	.	-5	0	-1	10	-11	9	-8	-4
CCOc1ccc(NC(=O)COC(=O)Cn2cnnn2)cc1OCC	.	7	0	4	0	-6	-2	4	-2
O/N=C1/CCc2nonc2/C1=N/O	10	-1	-1	-2	-4	-4	0	4	-2
Cc1ccc(CS(=O)Cc2ccc(C(=O)NCC(C)c3ccccc3)o2)cc1 (stereo not drawn)	2	0	2	-3	6	2	-1	-10	-9
CCc1ccc(NC(=O)/C(C#N)=C/c2cc3ccc(C)cc3nc2N2CCOCC2)cc1	5	2	1	-2	8	8	3	-9	-5
CN1C=CC=C/C1=C1/N=C(c2ccccc2)OC1=O	8	-8	1	-1	14	5	5	-9	0
Cc1nn(CC(=O)c2ccc3c(c2)OCCO3)c(=O)c(C#N)c1C	5	-1	1	2	-1	13	-8	-1	-1
Cc1ccc2oc(C(=O)N(Cc3ccc(N(C)C)cc3)CC3CCCO3)c(C)c2c1 (stereo not drawn)	3	0	1	-2	-4	-6	-3	2	-2
Cc1onc(-c2ccccc2Cl)c1C(=O)NCc1cccnc1	2	2	1	-1	-3	7	-5	6	-4
O=C(c1ccc(Cl)cc1)N1CCC2CC1c1cc(-c3ccccc3)ccc12 (stereo not drawn)	-1	-6	0	0	5	7	-5	-13	-6
CCc1ccccc1N(CC(=O)NCCc1ccccc1)C(=O)CCC(=O)Nc1ccccn1	18	-9	15	3	-6	7	-8	2	0
CCOC(=O)c1cccc(-c2ccc(C=O)o2)c1	11	-1	0	1	19	-9	14	-9	-3
Cc1cc(C(=O)N/N=C/c2ccncc2)c(C)o1	7	3	0	-2	15	17	-6	-9	2

Additional structures
SMILES	TAAR1 ag	M4 antag	CHRM4 agonist	CHRM5 agonist	CHRM1 PAM	M5 antag	M5 PAM	CHRM1 antagonist	M1 ag
Cc1cc(C(=O)CN2C(=O)NC(C)(c3ccccc3)C2=O)c(C)n1CC1CCCO1 (stereo not drawn)	.	27*	3	2	6	3	-2	-13	2
Cc1cc(Cl)ccc1OC(C)C(=O)NC(C)C1CCCO1 (stereo not drawn)	0	-9	1	-4	4	2	2	0	-1
COc1cc2cc(C(=O)O)[nH]c2c(OC)c1OC	1	5	1	2	2	6	-5	-8	-2
CN(c1ccccc1)c1ccc(/C=N/N2CCOCC2)cc1	3	7	0	-2	-4	17	3	0	-4
O=C(C[n+]1cc(-c2ccccc2)n2c1CCC2)Nc1nc(-c2ccc(F)cc2)cs1	2	10	0	-8	-8	7	1	-2	-15
Nc1nc2c(nc(Br)n2[C@@H]2O[C@@H]3COP(=O)(O)O[C@H]3[C@H]2O)c(=O)[nH]1	1	2	1	-1	-11	0	-15	-8	-7
CCN(C(=O)COc1cc(=O)n(CC)c2ccccc12)c1cc(Cl)ccc1OC	8	-6	18	3	-10	6	-9	-1	-5
CCOC(=O)c1cc(=O)n2nc(-c3ccccc3F)nc2s1	4	-3	0	-6	5	0	8	-12	-2
COc1ncnc(OC)c1NC(=O)c1ccc(F)cc1	6	-5	1	-1	3	-5	5	-19	-2
CCCCOc1ccc(CSc2nnc(C)n2N)cc1[N+](=O)[O-]	2	-27	1	-6	0	4	-3	-6	-6
COc1ccc2nc(C)c3c(c2c1)OC(C)C3 (stereo not drawn)	5	-8	4	-4	3	-7	3	-9	-5
Cc1cc(OC(=O)c2cccc(F)c2)c([N+](=O)[O-])c(=O)[nH]1	6	-5	1	-4	1	17	-7	-1	-2
CC(=O)c1ccc(N2CCN(C(=O)c3ccc(Cn4c(=S)[nH]c5ccc(N6CCOCC6)cc5c4=O)cc3)CC2)cc1	53*	0	3	1	-2	7	-5	1	-7

Profiles as entered above. Order of values: TAAR1 ag, M4 antag, CHRM4 agonist, CHRM5 agonist, CHRM1 PAM, M5 antag, M5 PAM, CHRM1 antagonist, M1 ag
CC(=O)c1ccc(N2CCN(C(=O)c3ccc(Cn4c(=S)[nH]c5ccc(N6CCOCC6)cc5c4=O)cc3)CC2)cc1 is listed with 53*, 0, 3, 1, -2, 7, -5, 1, -7
Cc1cc(Cl)ccc1OC(C)C(=O)NC(C)C1CCCO1 (stereo not drawn) is listed with 0, -9, 1, -4, 4, 2, 2, 0, -1
Cc1cc(C(=O)CN2C(=O)NC(C)(c3ccccc3)C2=O)c(C)n1CC1CCCO1 (stereo not drawn) is listed with ., 27*, 3, 2, 6, 3, -2, -13, 2
O=C(C[n+]1cc(-c2ccccc2)n2c1CCC2)Nc1nc(-c2ccc(F)cc2)cs1 is listed with 2, 10, 0, -8, -8, 7, 1, -2, -15
CN(c1ccccc1)c1ccc(/C=N/N2CCOCC2)cc1 is listed with 3, 7, 0, -2, -4, 17, 3, 0, -4
